# Source: PubChem BioAssay (several laboratories)
# NR2E3 ag-1 – activates human NR2E3 receptor; inhibition of corepressor binding, % at 3.98 µM; 360,000 tested, 0.35% active; Q9Y5X4; CHO-S Gal4-NCOR/VP16-NR2E3 two-hybrid, luciferase; AID 602229;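 active = inhibition above the mean of all tested compounds plus 3 SD, cut at about 70% in these data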;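 also: 0% = DMSO with NR2E3 transfected cells and 100% = cells lacking NR2E3 construct; higher means lower luciferase signal from less NR2E3 corepressor binding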
# Target sequence (Q9Y5X4 whole entry, looked up, the tested form may be a part): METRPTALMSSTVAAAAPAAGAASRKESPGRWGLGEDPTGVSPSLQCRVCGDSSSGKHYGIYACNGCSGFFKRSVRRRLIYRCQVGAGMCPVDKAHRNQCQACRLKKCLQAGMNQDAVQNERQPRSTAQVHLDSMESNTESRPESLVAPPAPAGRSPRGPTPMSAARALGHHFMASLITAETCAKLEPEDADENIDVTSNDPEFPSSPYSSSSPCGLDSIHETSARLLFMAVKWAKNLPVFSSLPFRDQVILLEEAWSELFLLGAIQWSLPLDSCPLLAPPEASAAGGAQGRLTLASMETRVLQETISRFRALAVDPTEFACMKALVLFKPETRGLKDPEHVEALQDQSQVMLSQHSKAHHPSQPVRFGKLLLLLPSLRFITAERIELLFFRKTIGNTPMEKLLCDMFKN
# Shn3 3UTR inh – Schnurri-3 reporter inhibition in Clone20 osteoblasts. Clone20 osteoblast Shn3 3'UTR firefly luciferase, 24 h. inhibition, % at 12.5 µM. 360,000 tested, 0.52% active. AID 588674;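 active = mean inhibition of at least 75% with every replicate also reaching 75%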;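 also: 0% = median of neutral control wells and 100% = pilot-screen positive control compound; some compounds past the cut are filed as inactive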
# iPSC survival up – enhancers of human iPSC single-cell survival. hiPSC single-cell survival, ATPlite luminescence; 100% = ROCK inhibitor wells, 0% = DMSO. survival enhancement, % at 20 µM. 360,000 tested, 0.044% active. AID 602274; in the data active = survival enhancement above about 18%;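 also: cells exposed to compounds for 16 hours before the ATP read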
# TRPM1 prom inh – reduces MITF-dependent TRPM1 promoter luciferase signal; SK-MEL-5 TRPM1 promoter luciferase, 24 h; 330,000 tested, 0.83% active; inhibition, % at 12.5 µM;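 active = mean inhibition across replicates of 60% or more, whatever share of single replicates reaches that level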; also: values of inactives mirror those of a sister screen read the other way
# TWEAK Fn14 block – blocks TWEAK-Fn14 interaction in a reporter cell assay. 360,000 tested, 2% active. AID 1159606. TWEAK-stimulated Fn14 reporter cells, luciferase luminescence, 8 h. inhibition, % at 10 µM; in the data active = inhibition above about 50%
# CF NFkB block – cystic fibrosis NF-kB activation inhibition; KKLEB NF-kB-GFP reporter, PAF-induced, GFP fluorescence overnight; inhibition, % at 5 µM; 360,000 tested, 0.86% active; AID 588850;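 active = at least 50% inhibition at 5 µM, scaled per plate between neutral and stimulator controls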;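 also: PAF is a Pseudomonas aeruginosa culture filtrate used as stimulus; plate controls were PAF-stimulated DMSO wells for no effect and unstimulated DMSO wells for full effect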
# HIF-2a block – blocks HIF-2a reporter activity; inhibition, % at 18.8 µM; 360,000 tested, 0.72% active; 786-0 RCC cells HIF-2a reporter, luciferase luminescence, overnight; AID 624352;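 active = inhibition of the luminescence signal of 40% or more relative to plate controls, in a single-dose primary screen at 18.75 µM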
# aDG glyco act – alpha-DG glycosylation activation; Pro5-aDG cells, alpha-DG glycosylation AlphaScreen (IIH6); 0% Pro5, 100% B10-LARGE cell signal; activation, % at 10 µM; 360,000 tested, 0.22% active;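 active = activation of at least 8% versus controls, or a plate z-score of at least 8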;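 also: Pro5 are CHO cells carrying HIG-tagged alpha-DG that lacks glycosylation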
# KKLEB cytotox – CF airway cell cytotoxicity counter-screen. AID 602141. 360,000 tested, 0.36% active. activity change (cytotoxicity), % at 5 µM. KKLEB CF airway cells viability, ATPlite luminescence, overnight; stronger effect = lower value; cells stimulated with P. aeruginosa culture filtrate;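 active = corrected activity change at or below -50% at 5 µM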
# NR2E3 ag-2 – activates human photoreceptor nuclear receptor NR2E3; Q9Y5X4; GST-NR2E3/biotin-RetCOR TR-FRET, 1536-well; inhibition of corepressor binding, % at 4.78 µM; 320,000 tested, 0.12% active; AID 2300;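 active = percent inhibition above the cutoff of mean plus 3 SD of all tested compounds, set per screening campaign, cut at about 20% in these data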;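 also: 0% = DMSO wells and 100% = biotin wells as full block of FRET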
#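 Material: NR2E3–RetCOR corepressor complex / Incubation: Compound–protein incubation for 5 h at 4 °C / Dosing: compound at 4.8 µM, single dose / Detection: time-resolved FRET / Benchmarks: high control biotin, low control 0.6% DMSO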
# Peg3 prom inh – reduces Peg3 promoter-driven luciferase expression in HeLa. inhibition, % at 20 µM. 360,000 tested, 1.7% active. HeLa PEG-Prom luciferase reporter, luminescence, overnight;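 active = inhibition of at least 50% at 20 µM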
# An asterisk follows results filed as active; . = no result given.
SMILES,NR2E3 ag-1,Shn3 3UTR inh,iPSC survival up,TRPM1 prom inh,TWEAK Fn14 block,CF NFkB block,HIF-2a block,aDG glyco act,KKLEB cytotox,NR2E3 ag-2,Peg3 prom inh
COc1ccc(CCNC(=O)COC(=O)c2ccc[nH]c2=O)cc1,14,19,-1.4,-5,-4,-6,-3,-0.1,13,1,4
N#C/C(=C\c1cn[nH]c1-c1ccccc1Br)C(=O)O,-4,-16,-0.2,-5,43,8,17,0.6,1,1,7
O=C(NCc1ccccc1Cl)c1ccc(Br)o1,-2,6,0.4,-6,7,-23,1,-0.1,8,1,1
C=CCN1C(=O)/C(=C2\SC(N3CCOCC3)=NC2=O)c2cc(Br)ccc21,11,9,6.6,-15,3,3,-19,-0.4,6,0,-10
CC(C)(C)Cc1nnc(NS(=O)(=O)c2ccc(F)cc2)s1,-2,17,-0.3,10,0,0,14,-0.3,2,0,12
CCNC(=S)N1CCN(S(=O)(=O)c2cccc(C(F)(F)F)c2)CC1,-18,9,-1.0,-4,-11,-5,8,-0.1,16,0,15
Cc1ccc(S(=O)(=O)N2CCCCC2)cc1NC(=O)c1ccco1,-18,13,-1.1,.,9,6,10,-0.2,-10,.,8
CCCn1c(C)cc(-c2csc(NC(=O)CCc3nc4ccccc4c(=O)[nH]3)n2)c1C,-5,6,-0.2,5,9,-23,4,0.3,21,-3,4
O=c1n(CC2CO2)c(=O)n(CC2CO2)c(=O)n1CC1CO1 (stereo not drawn),14,2,-2.2,-4,23,-12,-11,0.2,-5,.,-10
O=C(CCc1nc2sc3c(c2c(=O)[nH]1)CCCC3)NCCOc1ccccc1,-27,-5,-0.4,2,-2,12,8,0.2,-10,-2,9
NC(=S)N1N=C(c2ccccc2)CC1=O,-2,21,0.8,-12,-2,-17,-1,0.1,19,.,6
Cn1nc(-c2ccc(C(=O)NCC3CCCO3)cc2)c2ccccc2c1=O (stereo not drawn),14,8,0.2,-17,1,-7,6,-0.1,3,-6,6
C=CC[C@@H](CC(=O)N[C@@H](CO)Cc1ccccc1)C(=O)N[C@H](COC(=O)[C@@H](CC=C)Cc1ccc(F)cc1)Cc1c[nH]c2ccccc12,6,-92,-2.1,7,32,15,4,0.0,-2,.,9
COc1cccc(NC(=O)CCC2CCN(C(=O)c3sccc3C)CC2)c1,-3,-3,0.3,3,-6,-13,-4,0.9,6,1,17
O=C1c2ccccc2C(=O)N1CC1CO1 (stereo not drawn),5,1,2.2,-9,-21,11,5,-0.2,-4,.,0
COC(=O)C1=C(C)NC(C)=C(C(=O)OC)C1c1ccc(-c2cccc([N+](=O)[O-])c2)o1,5,4,0.1,-20,-12,11,15,1.6,8,-1,19
O=C(NC1CCN(C(=O)N2c3ccccc3Sc3ccccc32)CC1)c1ccccc1F,-33,33,-2.8,6,22,-21,22,0.0,9,-1,22
O=S(=O)(c1cccc2nonc12)N1CCN(c2ccc(F)cc2)CC1,6,7,0.4,5,-8,1,15,-0.2,-4,5,-1
CSc1ccccc1C(=O)Nc1cccc([N+](=O)[O-])c1C,-1,1,0.2,-13,-16,-11,1,0.0,7,1,0
O=C(COC(=O)CCc1nc2ccccc2c(=O)[nH]1)NC(c1ccccc1)c1ccccc1,33,5,-0.7,0,-11,2,15,0.1,0,3,14
Cc1cccc(NC(=O)CN2CCN(CC(=O)Nc3cccc(C)c3)CC2)c1,-4,5,-3.2,6,8,46,0,0.2,-55*,3,14
COc1ccc(OCCN2CCC(C(=O)NC(c3ccccc3)c3ccc4ccccc4n3)CC2)cc1 (stereo not drawn),-3,-12,-2.0,.,-2,5,-22,1.2,-13,.,3
COc1ccc(OC)c2nc(-c3ccc4c(c3)OCO4)ccc12,-130,-47,-0.7,-47,-3,-11,-339,0.1,-18,1,-366
CCOC(=O)c1ccc(S(=O)(=O)NNC(=O)COc2ccc(C)cc2)cc1,-5,-27,1.6,-11,-6,-12,3,0.3,12,4,3
O=C(CCc1ccccc1)N1CCN(CCO)CC1,13,-3,-2.1,5,9,11,3,0.1,-2,1,8

# Laid out differently: results already given
mol | NR2E3 ag-1 | Shn3 3UTR inh | iPSC survival up | TRPM1 prom inh | TWEAK Fn14 block | CF NFkB block | HIF-2a block | aDG glyco act | KKLEB cytotox | NR2E3 ag-2 | Peg3 prom inh
O=C(NCc1ccccc1Cl)c1ccc(Br)o1 | -2 | 6 | 0.4 | -6 | 7 | -23 | 1 | -0.1 | 8 | 1 | 1
C=CCN1C(=O)/C(=C2\SC(N3CCOCC3)=NC2=O)c2cc(Br)ccc21 | 11 | 9 | 6.6 | -15 | 3 | 3 | -19 | -0.4 | 6 | 0 | -10
CC(C)(C)Cc1nnc(NS(=O)(=O)c2ccc(F)cc2)s1 | -2 | 17 | -0.3 | 10 | 0 | 0 | 14 | -0.3 | 2 | 0 | 12
CCNC(=S)N1CCN(S(=O)(=O)c2cccc(C(F)(F)F)c2)CC1 | -18 | 9 | -1.0 | -4 | -11 | -5 | 8 | -0.1 | 16 | 0 | 15
Cc1ccc(S(=O)(=O)N2CCCCC2)cc1NC(=O)c1ccco1 | -18 | 13 | -1.1 | . | 9 | 6 | 10 | -0.2 | -10 | . | 8
CCCn1c(C)cc(-c2csc(NC(=O)CCc3nc4ccccc4c(=O)[nH]3)n2)c1C | -5 | 6 | -0.2 | 5 | 9 | -23 | 4 | 0.3 | 21 | -3 | 4
O=c1n(CC2CO2)c(=O)n(CC2CO2)c(=O)n1CC1CO1 (stereo not drawn) | 14 | 2 | -2.2 | -4 | 23 | -12 | -11 | 0.2 | -5 | . | -10
O=C(CCc1nc2sc3c(c2c(=O)[nH]1)CCCC3)NCCOc1ccccc1 | -27 | -5 | -0.4 | 2 | -2 | 12 | 8 | 0.2 | -10 | -2 | 9
NC(=S)N1N=C(c2ccccc2)CC1=O | -2 | 21 | 0.8 | -12 | -2 | -17 | -1 | 0.1 | 19 | . | 6
Cn1nc(-c2ccc(C(=O)NCC3CCCO3)cc2)c2ccccc2c1=O (stereo not drawn) | 14 | 8 | 0.2 | -17 | 1 | -7 | 6 | -0.1 | 3 | -6 | 6
C=CC[C@@H](CC(=O)N[C@@H](CO)Cc1ccccc1)C(=O)N[C@H](COC(=O)[C@@H](CC=C)Cc1ccc(F)cc1)Cc1c[nH]c2ccccc12 | 6 | -92 | -2.1 | 7 | 32 | 15 | 4 | 0.0 | -2 | . | 9
COc1cccc(NC(=O)CCC2CCN(C(=O)c3sccc3C)CC2)c1 | -3 | -3 | 0.3 | 3 | -6 | -13 | -4 | 0.9 | 6 | 1 | 17

# (cont.)
SMILES,NR2E3 ag-1,Shn3 3UTR inh,iPSC survival up,TRPM1 prom inh,TWEAK Fn14 block,CF NFkB block,HIF-2a block,aDG glyco act,KKLEB cytotox,NR2E3 ag-2,Peg3 prom inh
CCN(CC)C(=O)Cn1c(=O)oc2ccccc21,-9,-5,-0.1,-17,23,2,7,-0.1,-4,0,-2
O=C(c1ccccc1O)N1CCOCC1,-11,-5,0.3,2,11,1,16,0.1,7,4,-2
CCOC(=O)C1CCN(CCC(=O)Nc2ccc(Br)c(C)c2)CC1,18,-7,-0.5,-13,1,8,14,0.3,-2,.,1
O=C(NS(=O)(=O)Nc1ccccc1)C1=C(N2CCCC2)COC1=O,-22,-8,0.4,1,-10,-15,-1,0.3,8,.,3
Nc1nc(SCC(=O)NCc2ccc3c(c2)OCO3)n[nH]1,-23,-21,-1.0,-3,-3,10,19,-0.1,0,1,5
CCc1nnc(NC(=O)c2ccc(Cl)c(S(=O)(=O)N3CCc4ccccc4C3)c2)s1,-7,-4,-0.3,5,14,7,10,-0.2,-4,1,2
CC(OC(=O)c1nsc(Cl)c1Cl)C(=O)NCc1ccco1 (stereo not drawn),14,3,-1.5,-6,-12,-3,0,0.5,3,3,2
CC(=O)Nc1cccc(-c2csc(Nc3ccccn3)n2)c1,-180,-43,-1.8,-38,58*,-10,-240,-0.2,12,2,-203
O=C(COC(=O)C1CCN(c2ccc(C(F)(F)F)cn2)CC1)NCc1ccc(F)cc1,-14,5,-0.4,-9,-10,13,-3,0.1,-10,0,2
CNc1cnc(-c2ccsc2)cn1,-42,-6,1.3,.,-1,-9,-99,-0.3,-2,.,-70
COc1ccc(OC)c(S(=O)(=O)N2CCC(C(=O)N3CCCC3)CC2)c1,13,6,0.0,7,25,-5,3,0.0,-1,0,4
COC(=O)c1ccc2c(=O)n(CCN3CCOCC3)c(SCC(=O)Nc3cccc(OC)c3)nc2c1,-15,8,-0.4,-10,-6,-5,5,0.6,-1,-1,-12
Cc1ccc(S(=O)(=O)N2C[C@H]3[C@H]4C(=O)N(c5ccccc5)C(=O)[C@H]4C[C@H](OC(=O)NCC4CCCCC4)[C@@]3(O)C2)cc1,-19,-9,-1.6,.,3,-23,-4,0.0,10,.,-5
c1ccc(NC2=NCCN2CCCC2CCCC2)cc1,-31,-1,-1.3,-12,-6,-5,1,0.3,11,0,-16
Cc1cccc(N2CCN(C(=O)C3CCN(S(=O)(=O)c4c(C)noc4C)CC3)CC2)c1C,-2,43,-0.5,12,-3,5,8,1.2,-3,2,10
O=C(COC(=O)c1cccc(S(=O)(=O)N2CCc3ccccc32)c1)Nc1ccc(Cl)cn1,11,-7,-0.8,0,-36,1,12,0.2,-8,0,4
Oc1[nH]c2ccc(Br)cc2c1N=NC(=S)NCC1CCCO1 (stereo not drawn),12,18,-0.1,29,14,-1,9,1.0,2,5,33
O=C(N/N=C/c1cccc([N+](=O)[O-])c1)c1cc(-c2ccc3c(c2)OCO3)n[nH]1,-1,10,0.7,11,-76,8,6,-0.1,-23,5,16
O=S(=O)(c1ccc2c(c1)OCCO2)N1CCC(O)(c2ccc(Cl)cc2)CC1,12,12,8.8,-14,1,-29,22,0.1,14,3,26
CC(=O)c1ccc(-n2c(-c3cc(-c4ccsc4)n[nH]3)n[nH]c2=S)cc1,3,13,-0.6,-11,4,-18,10,0.7,-4,-6,5
O=C(CSc1nc(-c2ccccc2)cc(=O)[nH]1)N1CCc2ccccc21,2,-2,-0.2,12,7,-6,14,-0.1,2,0,20
O=[N+]([O-])c1ccc(NCCCNS(=O)(=O)c2ccc(Cl)cc2)c(Cl)c1,8,22,2.7,5,-5,-5,16,0.5,-18,2,27
O=C(Nc1cccc(S(=O)(=O)N2CCCCCC2)c1)c1ccc2ccccc2n1,-54,-22,1.4,3,6,-12,-137,-0.1,-33,-3,-104
O=C(CN1C(=O)COc2ccc(Cl)cc21)Nc1ccc2c(c1)OCCO2,-7,11,1.7,-7,9,-7,6,0.2,-9,0,8

# Sorted by heavy-atom count (smallest number first): some entries from above.
SMILES,NR2E3 ag-1,Shn3 3UTR inh,iPSC survival up,TRPM1 prom inh,TWEAK Fn14 block,CF NFkB block,HIF-2a block,aDG glyco act,KKLEB cytotox,NR2E3 ag-2,Peg3 prom inh
O=C(CCc1ccccc1)N1CCN(CCO)CC1,13,-3,-2.1,5,9,11,3,0.1,-2,1,8
O=C(N/N=C/c1cccc([N+](=O)[O-])c1)c1cc(-c2ccc3c(c2)OCO3)n[nH]1,-1,10,0.7,11,-76,8,6,-0.1,-23,5,16
CCCn1c(C)cc(-c2csc(NC(=O)CCc3nc4ccccc4c(=O)[nH]3)n2)c1C,-5,6,-0.2,5,9,-23,4,0.3,21,-3,4
